KCNH2 WT inh = inhibitors of human wildtype KCNH2 potassium channel | Q12809 | U2OS, BacMam KCNH2, thallium flux FluxOr; active compounds read low | activity change, % at 1.84 µM | 340,000 compounds, 0.37% hits;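 active = maximum activity change below -70%; inconclusive = maximum activity change between -70% and -50%; inactive = maximum activity change above -50%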; note: % is set by controls: 0 for no effect and ±100 for the full control effect
Target sequence (Q12809 whole entry, looked up): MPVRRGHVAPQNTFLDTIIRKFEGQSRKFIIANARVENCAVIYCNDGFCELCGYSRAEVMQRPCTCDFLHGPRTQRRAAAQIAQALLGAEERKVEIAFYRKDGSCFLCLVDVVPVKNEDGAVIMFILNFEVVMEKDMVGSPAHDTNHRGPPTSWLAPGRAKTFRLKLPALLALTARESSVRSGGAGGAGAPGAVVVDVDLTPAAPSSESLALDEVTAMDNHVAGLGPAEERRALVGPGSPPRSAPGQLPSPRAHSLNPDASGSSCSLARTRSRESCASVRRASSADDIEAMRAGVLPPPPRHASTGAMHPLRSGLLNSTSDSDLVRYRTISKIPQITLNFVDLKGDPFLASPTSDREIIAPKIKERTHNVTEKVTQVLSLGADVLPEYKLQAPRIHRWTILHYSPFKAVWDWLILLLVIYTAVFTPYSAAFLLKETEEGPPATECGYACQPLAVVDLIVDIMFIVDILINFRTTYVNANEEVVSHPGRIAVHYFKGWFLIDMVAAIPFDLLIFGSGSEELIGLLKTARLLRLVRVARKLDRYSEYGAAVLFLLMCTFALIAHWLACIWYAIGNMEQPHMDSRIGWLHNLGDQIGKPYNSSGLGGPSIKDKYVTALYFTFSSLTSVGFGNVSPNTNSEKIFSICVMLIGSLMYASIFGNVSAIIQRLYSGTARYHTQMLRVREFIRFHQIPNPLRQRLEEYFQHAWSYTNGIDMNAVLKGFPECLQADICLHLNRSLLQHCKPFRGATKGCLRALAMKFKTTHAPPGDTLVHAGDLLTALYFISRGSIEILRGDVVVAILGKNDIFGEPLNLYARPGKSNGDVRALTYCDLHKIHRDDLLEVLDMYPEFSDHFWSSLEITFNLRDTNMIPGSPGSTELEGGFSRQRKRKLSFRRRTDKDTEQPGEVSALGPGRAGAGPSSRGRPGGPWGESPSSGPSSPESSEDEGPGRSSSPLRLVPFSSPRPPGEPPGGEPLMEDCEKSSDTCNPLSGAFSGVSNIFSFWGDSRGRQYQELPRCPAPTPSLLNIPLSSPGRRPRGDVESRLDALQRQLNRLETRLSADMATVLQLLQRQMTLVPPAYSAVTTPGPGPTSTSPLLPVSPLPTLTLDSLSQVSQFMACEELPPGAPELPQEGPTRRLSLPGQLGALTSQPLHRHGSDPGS
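U2OS cells were transduced with wild-type KCNH2 virus (2.03 x 10^8 / mL) for 4 h at room temperature, then cultured overnight at 37 C. Thallium flux was read with FluxOr dye. Rate constants were normalized to DMSO controls.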
Mito fusion act = blocks mitochondrial division or promotes mitochondrial fusion; S. cerevisiae fusion-defective mutant growth rescue, CellTiterGlo 48 h; Potency, µM (series often up to 46.1 µM), for the others: top-dose growth rescue (activation), hits mostly activators; 320,000 compounds, 0.23% hits; AID 485298;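 note: potency is the fitted concentration of half-maximal effect; % of control where 0% means no effect; nearly all actives have a fitted effect of over 45% in size; temperature-sensitive fusion mutants such as fzo1-1 at 37 °C on non-fermentable ethanol glycerol medium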
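Read-out: ATP-based luminescence (CellTiterGlo, 10 min ambient) reporting growth of fusion-defective ts yeast after 48 hours at 37C on glycerol/ethanol YPEG medium in the presence of compound.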
USP2a block = blocks human ubiquitin-specific protease USP2a. USP2 core, Ub-CHOP2 coupled fluorogenic reporter, 485/531. 330,000 compounds, 0.01% hits. O75604. Potency, µM (highest dose often 38.3 µM), inactives show top-dose activity change, negative = inhibition, hits mostly inhibitors;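 note: potency is the fitted concentration of half-maximal effect; plate controls were DMSO wells for no effect and full inhibition by NEM control for full effect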
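Deubiquitinase activity read as fluorescence (485/531 nm) after Ub-CHOP2 cleavage activates the enterokinase reporter on its substrate; USP2 core 10nM, Ub-CHOP2 and substrate 25nM each, 30min compound preincubation then 60min RT; data normalized to NEM, curves fitted.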
GALK inhibitor = galactokinase (human) inhibition. P51570. Purified GALK, Kinase-Glo residual ATP luminescence. Potency, µM (series often up to 57.5 µM), inactives show at the top dose activity change, negative = inhibition, usual class: inhibitors. 270,000 compounds, 0.007% hits. AID 1868; note: potency is the fitted concentration of half-maximal effect; % is set by controls: 0 for no effect and ±100 for the full control effect
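Luminescence from leftover ATP (Ultra-Glo luciferase/luciferin) served as read-out after a 1 h room-temperature reaction of 5 nM GALK with 35 uM ATP and 100 uM galactose.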
PKM2 act = PKM2 (human) enzyme activation. purified PKM2, Kinase-Glo ATP luminescence, activation; response scale: 0% is enzyme alone, no compound. Potency, µM (series often up to 57.5 µM), inactives show at the highest dose activation, most hits filed as activators. 260,000 compounds, 0.34% hits. AID 1631; note: potency is the fitted concentration of half-maximal effect; % is set by controls: 0 for no effect and ±100 for the full control effect; nearly all actives have a fitted effect of over 55% in size
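Purified hPK-M2 (>95% pure) converted ADP (0.1 mM final) to ATP with 0.5 mM PEP in 50 mM imidazole pH7.2, KCl, MgCl2, Tween 20, BSA; 1 h at room temperature. ATP detected by Kinase-Glo luminescence.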
MBNL1-CUG inh = inhibitors of human MBNL1 binding to CUG repeat RNA; Q9NR56; 280,000 compounds, 0.036% hits; Potency, µM (series often up to 57.5 µM), without a hit: at the top dose activity change, negative = inhibition, usual class: inhibitors; TR-FRET MBNL1-His/biotin-(CUG)12 binding, 665/545 ratio; active = well fitted inhibition curve with a large enough effect in the signal ratio, with a control signal flat, not every such curve was filed as active; inconclusive = small, poorly fitted or top-dose-only effect, or effect the other way, or a change in a side signal; inactive = no such curve, though single readings can be large or run the other way; the % refers to the signal ratio; note: potency is the fitted concentration of half-maximal effect; % is set by controls: 0 for no effect and ±100 for the full control effect
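TR-FRET between His-tagged MBNL1 and biotin-(CUG)12 RNA, detected with Tb anti-His antibody (0.055 ng/ul) and streptavidin-XL665 (5 nM), 60 min at room temperature. Compounds titrated 92 nM to 58 uM; 665/545 nm ratio normalized to buffer and complex controls.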
TSHR antag = human thyrotropin receptor antagonism; 330,000 compounds, 0.2% hits; P16473; activity change, negative = inhibition, % at 11.5 µM; AID 504810; TSHR-expressing cells, TSH-stimulated cAMP HTRF, 2 h; active compounds read low;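 active = activity change below a set negative limit, meaning inhibition stronger than a set level, cut at about -70% in these data; inconclusive = activity change between two set negative limits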; note: % is set by controls: 0 for no effect and ±100 for the full control effect
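Inhibition of cAMP made by TSHR-expressing cells under TSH stimulation (4nM final, EC80; 2 h, 37 deg C) is quantified with a one-step lysis HTRF kit, anti-cAMP cryptate versus cAMP-d2.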
ASM inhibitor = human S-ASM enzyme inhibition; placental ASM, HMU-PC fluorogenic substrate, 60 min; Potency, µM (titrated, usually from 57.5 µM), inactives show at the top dose activity change, negative = inhibition, most hits filed as inhibitors; 340,000 compounds, 0.006% hits; AID 504937; note: potency is the fitted concentration of half-maximal effect
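Human placenta-derived ASM enzyme was preincubated with compound for 10 minutes at room temperature, then given fluorogenic substrate HMU-PC0 (9 uM final) for 60 minutes at 37 °C; a pH 10 stop preceded fluorescence reading at Ex 386/Em 447 nm.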
Eya2 phos inh = Eya2 (human) phosphatase inhibition. AID 488837. O00167. Potency, µM (doses to about 76.9 µM), for the others: at the top dose activity, negative = inhibition, most hits filed as inhibitors. recombinant Eya2, OMFP fluorescence dephosphorylation (OMFP is methylfluorescein phosphate). 330,000 compounds, 0.006% hits; note: potency is the fitted concentration of half-maximal effect; % is set by controls: 0 for no effect and ±100 for the full control effect
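Eya2 protein (added as 0.2 uM solution) was preincubated with compound for 10 min at ambient temperature in 50 mM HEPES pH 7.5, 50 mM NaCl, 5 uM MgCl2, 0.05% BSA, 1 mM DTT. OMFP (added at 50 uM) then reacted 10 min; fluorescence read at 485/525 nm.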
Chronic BCR inh = chronic active BCR signaling inhibition; Potency, µM (series often up to 46.1 µM), for the others: at the top dose ratio change, negative = lower green/red ratio, usual class: inhibitors; AID 493014; 340,000 compounds, 0.05% hits; ABC-DLBCL IkBa-CBG/CBR reporter, luminescence ratio, 4 h; active = well fitted inhibition curve with a large enough effect in the signal ratio, with a control signal flat, not every such curve was filed as active; inconclusive = small, poorly fitted or top-dose-only effect, or effect the other way, or a change in a side signal; the % refers to the signal ratio;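 note: potency is the fitted concentration of half-maximal effect; plate controls were basal doxycycline-induced cells for no effect and cells given 10 µM MG132 for full effect; MG132 reads +100%, hits lower the ratio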
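Compounds up to 46 uM were incubated four hours with TMD8 cells whose green CBG68 luciferase is fused to IkappaBalpha; red CBR luminescence normalised the signal, and concentration-effect curves were fitted to fusion, red and ratio data.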
Menin-MLL TR inh = inhibitors of human menin-MLL interaction, mutant MLL peptide; O00255; Potency, µM (highest dose often 61.6 µM), for the others: at the highest dose FP activity change, negative = inhibition, hits mostly inhibitors; Menin + Texas Red MLL mutant peptide, fluorescence polarization; 270,000 compounds, 0.23% hits; active = well fitted inhibition curve with a large enough effect in the polarisation, with a control signal flat, not every such curve was filed as active; inconclusive = small, poorly fitted or top-dose-only effect, or effect the other way, or a change in a side signal; inactive = no such curve, though single readings can be large or run the other way; the % refers to the polarisation; note: potency is the fitted concentration of half-maximal effect; % of control where 0% means no effect; many of its hits are not listed in these tables
* hit, by the source's call; u = inconclusive; x = no result given; [ ] = another dose, or the depositor's remark. Unless noted, calls come from the whole dose curve; as a rule, active = well fitted curve in the direction sought with a large enough effect; inconclusive = small, poorly fitted or top-dose-only effect, or another doubt; inactive = no such curve, though single readings can be large; an effect the other way counts as inactive or inconclusive. Only part of the results is shown, so the mix of outcomes need not match the whole.

SMILES	KCNH2 WT inh	Mito fusion act	USP2a block	GALK inhibitor	PKM2 act	MBNL1-CUG inh	TSHR antag	ASM inhibitor	Eya2 phos inh	Chronic BCR inh	Menin-MLL TR inh
Cc1ccc(NC(=S)N2CCCC(O)C2)cc1 (stereo unspecified)	-3	-1%	2%	8%	-2%	-3%	-3	-3%	8%	2%	2%
O=C(Nc1cccc(OC(=O)c2ccco2)c1)c1ccco1	10	5%	0%	-2%	0%	-1%	-18	-2%	3%	u	-5%
CN(CCC(=O)Nc1ccc(Br)cc1)Cc1ccccc1	12	4%	0%	-3%	-5%	4%	4	-1%	-2%	u	8%
Cn1c(SCC(=O)N=Nc2c(O)[nH]c3ccccc23)nc2ccccc21	x	-4%	-6%	-3%	-2%	21%	-9	x	4%	-9%	11%
CCOc1ccc(OCC)c(NC(=O)CSc2nc3c(c(=O)n(C)c(=O)n3C)n2C(C)C)c1	15	6%	-14%	2%	8%	-4%	-3	-1%	-12%	2%	-9%
Cc1ccccc1OCC(=O)Nc1ccccc1C(=O)N1CCCCC1	-8	6%	-1%	-3%	2%	6%	2	x	-4%	3%	x
Cc1ccc(OCC(=O)NCCNC(=O)c2ccco2)cc1C	-1	0%	0%	-1%	x	1%	-6	0%	u	-5%	-5%
O=C(NCC(=O)N1CCN(S(=O)(=O)c2ccccc2F)CC1)c1ccc2ccccc2c1	-3	3%	-1%	x	x	x	15	1%	1%	12%	x
NC(=S)N=Nc1ccc(NN=C(N)N)cc1	-8	0%	0%	x	-1%	u	-7	-5%	-5%	9%	u
CCCSc1nnc(NC(=O)Nc2ccc(F)cc2)s1	-7	6%	2%	0%	-2%	3%	-30	-1%	3%	u	37%[activator]
CCCCCCCCCCCCCC(=O)O	-2	-32%[inhibitor]	-1%	x	x	x	10	u	12%	-6%	x
Cc1ccc(OCCC(=O)OCC(=O)NNC(=O)c2ccccc2)cc1	10	-4%	-1%	x	x	x	-4	0%	1%	-18%	x
Cc1nnc(SCC2=C(C(=O)O)N3C(=O)C(NC(=O)Cn4ncc(Cl)c4C)C3SC2)s1 (stereo unspecified)	3	-2%	1%	0%	21%	-4%	20	0%	-3%	3%	-5%
Cc1nc(S(=O)(=O)Cc2ccccc2)nc2c1CCC2	-5	-1%	3%	0%	-2%	-9%	2	0%	3%	2%	-8%
CC(=O)Nc1cc2c(cc1C(=O)c1ccccc1)OCCO2	-8	1%	-1%	-1%	3%	-3%	1	4%	-2%	-1%	16%
Nc1ccn(-c2ncc(C(F)(F)F)cc2Cl)c(=O)n1	3	1%	-1%	1%	5%	-1%	-9	15%	-30%	5%	-8%
Cc1cccc(C)c1OCc1n[nH]c(=S)o1	0	0%	2%	-1%	-2%	3%	-5	2%	6%	-7%	2%
CC(C)NC(=O)CSc1nc2sccc2c(=O)n1-c1ccccc1	-11	12%	0%	1%	2%	0%	19	-1%	-12%	-3%	4%
COCCNC(=S)NCc1ccc2[nH]c3c(c2c1)CCCC3	-1	-7%	0%	6%	4%	-2%	-9	-1%	-1%	1%	10%
Cn1nccc1NC(=O)COCC(=O)O	4	-2%	0%	2%	-10%	-15%	-3	-3%	13%	0%	x
O=C(NCc1ccc(Cl)cc1)c1cc([N+](=O)[O-])ccc1Cl	3	-1%	8%	0%	3%	-13%	27	-7%	12%	u	-2%
CCOC(=O)C(CC)n1cnc2c(nnn2-c2ccc(C)cc2)c1=O (stereo unspecified)	-29	-1%	3%	0%	1%	-8%	2	1%	1%	-1%	-3%
COc1ccc(C(=O)NCc2ccc(-n3cccc3)cc2)cc1OC	9	0%	1%	-1%	12%	-6%	8	-2%	1%	u	7%
COC(=O)C1=C(Nc2ccccc2NS(=O)(=O)c2ccc(C(F)(F)F)cc2Cl)CSC1	1	7%	5%	x	0%	0%	-5	-2%	13%	12%	x
O=C(O)c1ccc(N/N=C/c2c(F)cccc2Cl)cc1	-1	-16%	1%	-3%	x	11%	-10	1%	-9%	u	-1%
Cn1nnnc1SCC(=O)Nc1ccc2c(c1)OCCO2	-9	-1%	-1%	0%	1%	4%	-5	3%	-6%	-1%	-10%
Cc1ccc(C)c(NC(=O)CN(C)C(=O)COc2ncnc3sccc23)c1	-7	0%	3%	1%	2%	x	-8	6%	4%	-1%	-14%
CCOc1ccc(N2CC(C(=O)NCCc3ccc(F)cc3)CC2=O)cc1 (stereo unspecified)	0	-9%	-2%	-2%	-5%	-1%	49	11%	3%	8%	-8%
O=C(N/N=C/c1cc([N+](=O)[O-])ccc1O)c1ccc2c(c1)OCCO2	30	-1%	2%	0%	2%	x	-19	-4%	2%	0%	u
CCn1nc([N+](=O)[O-])c(C(C#N)c2nc3ccccc3n2C)c(Cl)c1=O (stereo unspecified)	-5	-4%	1%	0%	5%	u	-12	5%	-5%	0%	u
O=C(/C=C/c1ccccc1Cl)N(Cc1ccccc1)C1CCS(=O)(=O)C1 (stereo unspecified)	-2	1%	4%	-2%	2%	20%	-1	0%	3%	-3%	2%
O=C(CCc1nc2ccccc2c(=O)[nH]1)Nc1cccc(S(=O)(=O)N2CCOCC2)c1	1	3%	-1%	x	x	x	6	4%	-19%	14%	x
Cc1ccc(S(=O)(=O)N2CCCCC2)cc1NC(=O)c1cc(F)c(F)c(F)c1F	-3	x	1%	x	x	x	0	-1%	-11%	u	x
CCOC(=O)N1CCN(CC(=O)Nc2ccc(OC)cc2)CC1	4	-3%	x	-3%	-1%	-12%	x	-1%	x	x	0%
COc1cc(C(=O)Nc2nnc(C(F)(F)F)s2)c([N+](=O)[O-])cc1OC	x	1%	0%	-3%	-1%	11%	6	-4%	12%	-1%	-8%
COc1ccc(C(=O)N(C)Cc2cnn(Cc3ccccc3)c2)cc1S(=O)(=O)N1CCOCC1	6	-2%	0%	x	x	x	-36	-1%	u	u	x
CN(C(=O)c1ccncc1)c1ccccc1	-2	-7%	4%	-1%	-7%	-8%	3	2%	u	2%	11%
CC(C)N(C(=O)[C@H]1C[C@H](CC(=O)NCCN2CCOCC2)C(=O)N2CCc3c([nH]c4cc(CCC(=O)N(C)C)ccc34)[C@]12C)C(C)C	7	x	-2%	x	x	x	6	-1%	1%	-5%	x
Cc1cccc(NC(=O)c2ccc3nccnc3c2)n1	-3	2%	2%	-3%	-8%	u	23	4%	3%	u	x
Cc1cccn2c(=O)nc(SCC(=O)N3N=C(c4cccs4)CC3c3ccc(F)cc3)nc12 (stereo unspecified)	-4	u	-1%	x	x	x	-10	-11%	-33%	-8%	x
CCOC(=O)c1c(-c2ccccc2)oc2ccc(OCC(=O)NN)cc12	-1	4%	2%	-3%	3%	2%	-24	-10%	-14%	14%	14%
CNC(=O)CCC(=O)Nc1ccc(C)cc1	3	18%	-1%	-2%	1%	-6%	18	1%	-3%	-1%	-1%
O=C(CSc1c(F)c(F)cc(F)c1F)Nc1ccc(C2SCCS2)cc1	-2	-4%	4%	-3%	1%	x	6	-2%	u	9%	x
CC(C)OCCCNC(=O)c1ccc2c(=O)n(Cc3ccc4c(c3)OCO4)c(=S)[nH]c2c1	-1	10%	4%	-1%	-8%	-6%	-2	0%	-1%	17%	-17%
COC(=O)CCCC(=O)N1CCC(CCC(=O)NCc2ccc(F)cc2)CC1	10	4%	0%	0%	-1%	1%	11	2%	-19%	5%	-1%
CN1CCN(c2ccc(C(=O)c3ccccc3)cc2[N+](=O)[O-])CC1	17	-3%	1%	1%	-2%	x	4	-9%	-4%	7%	8%
C/C=C/c1ccc(OCCCNC2CCCC2)c(OC)c1	14	17%	0%	0%	1%	2%	19	-2%	2%	u	x
CCOc1ccc(N=C2NC(=O)C(CC(=O)O)S2)cc1 (stereo unspecified)	-8	-2%	1%	-1%	2%	-7%	-3	2%	3%	-8%	-3%
O=C(C1CCN(C2CC(=O)N(c3ccc(Cl)cc3)C2=O)CC1)N1CCOCC1 (stereo unspecified)	2	-3%	5%	0%	14%	-6%	-7	0%	6%	3%	-10%

Source: PubChem BioAssay
